Bioassay records (PubChem)
DT40 TDP1 no CPT – qHTS for Inhibitors of human tyrosyl-DNA phosphodiesterase 1 (TDP1): qHTS in cells in absence of CPT; DT40 Tdp1-/- hTDP1 cells, no CPT, ATP luminescence, 48 h; Potency, µM (doses to about 46.2 µM), inactives show at the top dose activity change, negative = growth inhibition, actives largely listed as inhibitors; 420,000 tested, 15% active; also: nearly all actives have a fitted effect of over 55% in size
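Readout: luminescence from CellTiter-Glo after 30 min in the dark at RT. Cells: DT40 Tdp1-/- with stable hTDP1, 400/well. Exposure: compounds alone, ≥48 hr, 37 °C.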
TDP1 block – qHTS Assay for Inhibitors of Tyrosyl-DNA Phosphodiesterase (TDP1); AID 485290, 2010; Potency, µM (titrated, usually from 130 µM), without a hit: at the top dose activity change, negative = inhibition, actives largely listed as inhibitors; 350,000 tested, 0.28% active; Tyrosyl-DNA phosphodiesterase 1 (Homo sapiens), Q9NUW8; recombinant TDP1, AlphaScreen DNA substrate cleavage; also: nearly all actives have a fitted effect of over 40% in size
Target sequence (Q9NUW8 whole entry, looked up): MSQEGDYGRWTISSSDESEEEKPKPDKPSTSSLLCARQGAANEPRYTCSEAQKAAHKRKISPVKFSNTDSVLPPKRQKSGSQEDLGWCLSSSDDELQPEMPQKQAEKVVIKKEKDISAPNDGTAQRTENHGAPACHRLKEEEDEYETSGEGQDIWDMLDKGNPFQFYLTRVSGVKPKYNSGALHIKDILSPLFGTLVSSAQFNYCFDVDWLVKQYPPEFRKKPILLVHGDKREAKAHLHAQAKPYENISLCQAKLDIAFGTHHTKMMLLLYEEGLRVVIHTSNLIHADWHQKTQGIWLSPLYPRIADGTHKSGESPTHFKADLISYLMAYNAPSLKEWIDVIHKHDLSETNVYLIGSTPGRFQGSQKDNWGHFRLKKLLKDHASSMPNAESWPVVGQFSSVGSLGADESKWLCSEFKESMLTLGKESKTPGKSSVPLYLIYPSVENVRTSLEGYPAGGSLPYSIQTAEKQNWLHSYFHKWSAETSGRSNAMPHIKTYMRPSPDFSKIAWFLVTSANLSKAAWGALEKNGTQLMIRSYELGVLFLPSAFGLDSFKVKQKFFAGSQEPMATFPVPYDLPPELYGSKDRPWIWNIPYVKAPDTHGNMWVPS
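Tdp1 1 nM final; 15 min RT w/ cpd; substrate 15 nM, 5 min; beads 10 ug/ml, 10 min; AlphaScreen read. Neg ctrl: no enzyme.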
N370S GC – qHTS Assay for Inhibitors and Activators of N370S glucocerebrosidase as a Potential Chaperone Treatment of Gaucher Disease | Potency, µM (series often up to 59.4 µM), without a hit: at the highest dose activity change, negative = inhibition, most hits filed as inhibitors | Lysosomal acid glucosylceramidase (Homo sapiens), P04062 | 330,000 tested, 0.092% active | N370S GC spleen homogenate, 4MU-glucoside fluorescence;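 also: 0% = full enzyme activity and -100% = no enzyme basal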
The depositor's hits bear a star; ? = inconclusive; . = no result given; & = joins results of further samples; [ ] = remark or other dose. Calls follow the shape of the dose curve; as a rule, active = well fitted curve in the direction sought with a large enough effect; inconclusive = small, poorly fitted or top-dose-only effect, or another doubt; inactive = no such curve, though single readings can be large; an effect the other way counts as inactive or inconclusive. Unless noted, % is scaled to controls: 0 for no effect and ±100 for the full control effect; potency is read from the fitted curve at half-maximal effect. These rows are one share of the data; the hit share may differ from the screen's.

SMILES	DT40 TDP1 no CPT	TDP1 block	N370S GC
N/C(=N\OC(=O)CCC1CCCC1)c1ccc(Br)cc1	-6%	-13%	-3%
O=C(CCS(=O)(=O)c1nc(-c2ccc3c(c2)OCO3)cc(C(F)(F)F)n1)Nc1ccc(F)c(Cl)c1	5.8µM*	6%	.
CCOC(=O)c1cc(NC(=O)c2cnccn2)cc(C(=O)OCC)c1	1%	2%	4%
O=C(COC(=O)c1cc(Cl)ccc1O)NCC1CCCO1 (configuration not stated)	-14%	-4%[0.505 µM]	-9%
Cc1cc(NC(=O)c2cccs2)n(-c2ccccc2)n1	1%	-5%	-3%
OCCNCc1cc(Br)ccc1OCc1ccccc1Cl	21µM*	1%	-15%
O=C(Nc1ccnn1C1CCN(Cc2cccc(F)c2F)CC1)C1CCCC1	-4%	2%	-4%
CSc1ncccc1C(=O)Nc1nccs1	1%	-5%	-3%
CS(=O)(=O)Nc1ccc2c(c1)ncn2CCc1ccccc1	-6%	.	3%
COc1ccc(C(=O)NC(CO)c2nnc(SCc3ccc(Cl)c(Cl)c3)n2C)cc1 (configuration not stated)	?	0%	1%[12.8 µM]
O=C(Cn1cc(S(=O)(=O)c2ccccc2)c(=O)c2cc3c(cc21)OCO3)Nc1ccc(Cl)cc1	?	6%	.
Cc1ccc(NC2OC(C(O)CO)C(O)C2O)cc1[N+](=O)[O-] (configuration not stated)	2%	10%	-8%
COc1ccc(Cc2nc3ccc(C(=O)N(C)C(C)c4ccon4)cc3o2)cc1 (configuration not stated)	-22%	5%	-6%
COc1ccccc1-c1nnc(SCC(=O)N2CC(C)CC(C)C2)o1 (configuration not stated)	?	8%	18%
CC1CCCCC12NC(=O)N(CC(=O)Nc1ccc3c(c1)OCCCO3)C2=O (configuration not stated)	11%	0%	.
O=C(N/N=C(\CC(=O)c1cccs1)C(F)(F)F)c1ccncc1	-3%	10%	-11%
COc1ccc(/C=C/C(=O)NC(=S)Nc2ccc(S(N)(=O)=O)cc2)cc1	-20%	0%	-7%
COc1ccc(C(=O)CN2C(=O)C(C)(C)Oc3ccc(C(=O)N4CCCCCC4)cc32)cc1	?	5%	10%
CNC(=O)c1cc2c(cn1)[nH]c1ccccc12	?	6%	0%&1%&8%
O=C(NN=C1CCCC1)c1ccc(O)cc1O	-1%	0%	-6%
O=C(/C=C/c1ccco1)OCC(=O)N1CCCCC1	-7%	7.1µM*	.
O=C(CSc1nnc(C2CC2)n1CC1CCCO1)Nc1ccc(Cl)cc1 (configuration not stated)	-18%	0%	0%
CCN1CCN(C2=C(NS(=O)(=O)c3ccc(Br)cc3)C(=O)c3ccccc3C2=O)CC1	23µM*	9%	-7%
COc1ccc(/C=C2\Oc3cc(OCC(=O)N4CC(O)C[C@H]4C(=O)O)ccc3C2=O)c(OC)c1OC (some centres not stated)	3%	.	?
Nc1cc(OC(=O)c2cccs2)nn1S(=O)(=O)c1ccccc1	-10%	-3%	1%
COc1ccc(C2=NS(=O)(=O)N(C)C(C(=O)NC3CCCCC3)=C2)cc1	6.5µM*	.	-20%
COc1cc(NC(=O)c2cc(C)no2)cc(OC)c1OC	-10%	.	-22%
O=C(COC(=O)c1cc([N+](=O)[O-])ccc1N1CCOCC1)Nc1ccccc1OC(F)F	-22%	.	-6%
COc1ccc(C(=O)NCC(=O)NCc2ccncc2)cc1	14%	-1%	.
CCn1c(=O)c(CCC(=O)NCCN2CCOCC2)c(C)c2c(C)nn(-c3cccc(C)c3)c21	16µM*	5%	?
Cc1cccc(C(=O)NC2CC3CCCC(C2)N3Cc2ccccc2)c1 (configuration not stated)	-9%	2%	3%
O=C(CN1C(=O)COc2ccc(Cl)cc21)Nc1cccc(C(=O)O)c1	-8%	5%	.
Cc1cc(C)nc(SC(C)CNS(=O)(=O)c2ccccc2)n1 (configuration not stated)	10%	-3%	-5%
O=S(=O)(Cc1ccccc1)Nc1ccc(S(=O)(=O)NCC2CCCO2)cc1 (configuration not stated)	3%	4%	2%
COc1cccc(C(=O)Nc2ccc(N3CCN(S(C)(=O)=O)CC3)cc2)c1	-21%	4%	4%
COc1ccc(NC(=O)CSc2nc3c(c(=O)n2-c2ccccc2OC)SCC3)cc1	?	4%	14%
Cc1ccc(N2C(=O)c3ccccc3C2Nc2ccc(S(=O)(=O)N3CCOCC3)cc2)nc1 (configuration not stated)	?	3%	2%
O=C(CSCc1ccc(Cl)c(Cl)c1)Nc1c[nH]c(=O)[nH]c1=O	?	-3%	-5%
Cc1ccccc1OCC(O)CN1CCN(CCN2C(=O)c3cccc4cccc(c34)C2=O)CC1 (configuration not stated)	?	-3%	-14%
Cc1c(CCC(=O)O)c(=O)oc2cc3occ(-c4ccc(F)cc4)c3cc12	-5%	2%	1%
CCCN(CCC)C(=O)CC(c1ccccc1)c1ccco1 (configuration not stated)	?	7%	-27%
O=C(COc1ccc(Br)cc1)Nc1cc(S(=O)(=O)N2CCCCC2)ccc1N1CCCCC1	?	4%	-1%
Cc1ccc(Oc2nn[nH]n2)cc1	-30%	-3%	4%
COc1cc(C(=O)NCc2cn3cccc(C)c3n2)cc(OC)c1OC	?	5%	8%
COc1ccc(CCNC(=O)c2c(C)oc3ncnc(N4CCOCC4)c23)c(OC)c1	-11%	5%	.
Cc1ccc(F)cc1NCC(=O)Nc1ccc(Cl)cc1F	-9%	.	2%
COc1ccc(NC(=O)Cn2c(=O)n(CC(=O)NCc3ccco3)c(=O)c3ccccc32)cc1	-6%	6%	-2%
CN(C)c1ncnc2ccc(-c3cccc(NS(C)(=O)=O)c3)cc12	16µM*	.	27%
COc1ccccc1CNC(=O)CSc1ncc(C(=O)Nc2ccccc2)c(=O)n1C	15µM*	-6%	7%
O=S(=O)(c1ccccc1C(F)(F)F)N1CCN(c2nc(-c3cccs3)nc3ccccc23)CC1	11µM*	0%	.
O=c1[nH]cnc2c1sc1nc3c(c(-c4ccc(Cl)cc4)c12)CCC3	-28%	-1%	6%
Cc1ccc(N(Cc2ccco2)C(=O)c2cccc(S(=O)(=O)N(C)C)c2)cc1	?	7%	11%
O=S(=O)(NCc1ccc(F)cc1)c1cc(Br)ccc1Br	?	-9%	.
CCOC(=O)CCCSc1nc2sc3c(c2c(=O)[nH]1)CCC3	-2%	4%	11%
CCCCNC(=O)NNC(=O)c1ccoc1C	-12%	4%	-1%
CCNC(=O)CN(CCc1ccccc1)S(=O)(=O)c1ccc(OC)cc1	-28%	0%	-5%
COc1ccc(C)cc1-n1nnnc1SCc1nc2ccccc2c(=O)[nH]1	9.2µM*	-5%	2%
Cc1ccn(C(=O)c2ccc(NC(=O)C3CCCCC3)cc2)n1	-5%	10%	-22%
CN(C)S(=O)(=O)c1cc(NC(=O)c2cc(=O)c3ccccc3o2)ccc1Cl	?	4%	-11%
Cc1ccc(N2C(=O)C3C4C=CC(CNC(=S)Nc5ccc(F)cc5)(O4)C3C2=O)cc1 (configuration not stated)	18µM*	2%	6%

Single records, as listed above:
`Cc1cc(C)nc(SC(C)CNS(=O)(=O)c2ccccc2)n1` (configuration not stated) reads DT40 TDP1 no CPT: 10%; TDP1 block: -3%; N370S GC: -5%
`CC1CCCCC12NC(=O)N(CC(=O)Nc1ccc3c(c1)OCCCO3)C2=O` (configuration not stated) reads DT40 TDP1 no CPT: 11%; TDP1 block: 0%; N370S GC: .
`CCOC(=O)c1cc(NC(=O)c2cnccn2)cc(C(=O)OCC)c1` reads DT40 TDP1 no CPT: 1%; TDP1 block: 2%; N370S GC: 4%

More structures follow.
SMILES	DT40 TDP1 no CPT	TDP1 block	N370S GC
CN(C)S(=O)(=O)N1CCN(CC(=O)Nc2ccc(Br)cc2)CC1	-3%	.	-4%
COc1c(Cl)cnn(-c2ccccc2)c1=O	-7%	3%	2%
CC(=O)N1CCc2c(sc3c2c(=O)n(-c2ccccc2Cl)c(=O)n3Cc2cccc(C)c2)C1	?	10%	.
COc1ccc(NC(C)=O)cc1S(=O)(=O)Nc1ccccc1C(=O)NCCc1ccccc1	1%	.	7%
CN(c1ccc(Br)cc1)S(=O)(=O)c1ccc2[nH]cc(C(=O)NCCN3CCOCC3)c(=O)c2c1	12%	5%	5%
CC(C)C(NS(=O)(=O)c1ccc2c(c1)oc(=O)n2C)C(=O)NCCc1ccc(Cl)cc1 (configuration not stated)	-15%	3%	.
C=C1CCN([C@H](C(=O)Nc2ccc(OC)cc2)C(C)C)S(=O)(=O)c2ccccc21	?	-5%	-12%
CCOC(=O)c1c(C)[nH]c(C(=O)C(C)OC(=O)c2cccc(OCc3c(C)noc3C)c2)c1C (configuration not stated)	18µM*	-1%	8%
O=S(=O)(NN=C1CCCCCCC1)c1ccc(Br)cc1	-2%	10%	-2%
Cc1ccc(-n2c(C)nn(Cc3ccc([N+](=O)[O-])cc3)c2=O)cc1	-24%	0%	-10%
CC1CCN(C(=O)c2cc(-c3ccc(Cl)c(Cl)c3)on2)CC1	-22%	2%	-3%
CCc1nc(SCC(=O)NCC2CCCO2)c2oc3ccccc3c2n1 (configuration not stated)	-3%	3%	-19%
O=C(c1ccc2c(c1)N(Cc1ccccc1)C(=O)CS2)N1CCOCC1	-17%	4%	-9%
Cc1cc(C)n(-c2ccc(NC(=O)C3CCCCN3C(=O)c3cccs3)cc2)n1 (configuration not stated)	-25%	2%	2%
CS(=O)(=O)N(CC(=O)N/N=C/c1ccccn1)c1ccc(Oc2ccccc2)cc1	?	3%	?
CNC(=O)c1c(NC(=O)c2ccc(N3C(=O)CCC3=O)cc2)sc2c1CCCC2	?	.	16%
CC(c1ccccc1)n1c(-c2ccncc2)n[nH]c1=S (configuration not stated)	6%	5%	0%
CCCN1C(=O)S/C(=C/c2ccc(N3CCOCC3)o2)C1=O	16µM*	6%	-2%
COc1ccc(C(CNC(=O)C(=O)Nc2ccc3c(c2)OCCO3)N2CCN(C)CC2)cc1 (configuration not stated)	-20%	0%	-3%
CCn1c(SCC(=O)NNC(=O)Cc2ccccc2)nnc1-c1ccccc1	-1%	3%	13%
Cc1ccc(CC(=O)Nc2cc(C)on2)cc1	5%	.	-2%
CCOc1ccc(C2c3[nH]c4ccccc4c3CCN2C(=O)CSc2ccccc2)cc1 (configuration not stated)	21µM*	4%	.
N=c1c2c(ncn1CCCO)Oc1c(ccc3ccccc13)C2c1ccccc1 (configuration not stated)	?	4%	-22%
Cc1[nH]c(=O)[nH]c(=O)c1/C=N/NC(=O)[C@H](C)NC(=O)OC(C)(C)C	-3%	8%	4%
Cc1ccc(-n2nnnc2SCc2ccc(C(=O)O)cc2)cc1C	1%	.	-14%
CNCc1ccccc1Sc1ccc(O)c(O)c1	4.1µM*	.	-21%
Cn1ccnc1SCC(=O)c1cccc(C(F)(F)F)c1	-21%	-10%	-9%

In the list so far, these have a thiophene ring, fused or not.
SMILES	DT40 TDP1 no CPT	TDP1 block	N370S GC
Cc1cc(NC(=O)c2cccs2)n(-c2ccccc2)n1	1%	-5%	-3%
O=C(N/N=C(\CC(=O)c1cccs1)C(F)(F)F)c1ccncc1	-3%	10%	-11%
Nc1cc(OC(=O)c2cccs2)nn1S(=O)(=O)c1ccccc1	-10%	-3%	1%
O=S(=O)(c1ccccc1C(F)(F)F)N1CCN(c2nc(-c3cccs3)nc3ccccc23)CC1	11µM*	0%	.
O=c1[nH]cnc2c1sc1nc3c(c(-c4ccc(Cl)cc4)c12)CCC3	-28%	-1%	6%
CCOC(=O)CCCSc1nc2sc3c(c2c(=O)[nH]1)CCC3	-2%	4%	11%
CC(=O)N1CCc2c(sc3c2c(=O)n(-c2ccccc2Cl)c(=O)n3Cc2cccc(C)c2)C1	?	10%	.
Cc1cc(C)n(-c2ccc(NC(=O)C3CCCCN3C(=O)c3cccs3)cc2)n1 (configuration not stated)	-25%	2%	2%
CNC(=O)c1c(NC(=O)c2ccc(N3C(=O)CCC3=O)cc2)sc2c1CCCC2	?	.	16%
